# Bioassay records: PubChem, National Center for Advancing Translational Sciences (NCATS)
# SNCA expr inhib: SNCA gene expression inhibition | HEK-293 SNCA-luciferase knock-in, luminescence, 24 h | Potency, µM (doses to about 57.2 µM), for inactives: at the highest dose activity change, negative = inhibition, hits mostly inhibitors | 140,000 compounds, 0.17% hits | AID 1671194;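 also: potency is read from the fitted curve at half-maximal effect; plate controls were DMSO cells for no effect and cell-free wells for full effect; nearly all actives have a fitted effect of over 45% in size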
# IP6K1 inh: blocks human inositol hexakisphosphate kinase 1; Q92551; IP6K1 kinase, ADP-Glo luminescence, 2 h; stronger effect = lower value; activity change, % (series mostly up to about 58 µM); 140,000 compounds, 0.81% hits; AID 1645851; in the data active = activity change below about -25%
#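 ADP-Glo luminescence measures ADP made by human IP6K1 during a 2 h RT reaction with ATP/IP6 (mix at 1.3 mM/130 uM); top library doses 57.5 and 19.1 uM final.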
# HEK293 tox: HEK 293 cell cytotoxicity; HEK 293 viability, ATP luminescence (CellTiter-Glo), 48-72 h; Potency, µM (titrated, usually from 115 µM), for inactives: at the top dose activity change, negative = cytotoxicity, actives largely listed as inhibitors; 94,000 compounds, 6.6% hits; AID 1345083; also: potency is read from the fitted curve at half-maximal effect; nearly all actives have a fitted effect of over 60% in size
#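 Pintool-delivered compounds were incubated with HEK 293 cells (250 cells/well) at 37 degree Celsius for 48 or 72 hr. ATP-dependent luminescence (CellTiter-Glo) then reported remaining viable cells.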
# HEK293 viab: reduces viability of HEK-293 SNCA reporter cells; HEK-293-SNCA-luc viability, GF-AFC fluorescence, 24 h; Potency, µM (top dose mostly 57.1 µM), for the others: at the top dose activity change, negative = cytotoxicity, hits mostly cytotoxic; 150,000 compounds, 0.12% hits;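 also: potency is read from the fitted curve at half-maximal effect; 0% = DMSO-treated cells and -100% = medium-only wells without cells; nearly all actives have a fitted effect of over 30% in size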
#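 Cytotoxicity counterscreen: after 24 h compound treatment of genome-edited SNCA-luciferase HEK-293 cells, live-cell protease substrate GF-AFC read by fluorescence after 30 min; activity scaled between DMSO (0%) and medium-only (-100%), curves Hill-fitted.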
# GPT2 inhibitor: inhibitors of human GPT2 alanine aminotransferase | AID 1671188 | 100,000 compounds, 0.25% hits | Recombinant GPT2, coupled pyruvate oxidase/HRP Amplex Red fluorescence | Potency, µM (titrated, usually from 57.7 µM), without a hit: top-dose activity change, negative = inhibition, usual class: inhibitors; also: potency is read from the fitted curve at half-maximal effect; nearly all actives have a fitted effect of over 60% in size; many of its hits are not listed in these tables
# Target sequence (Q8TD30 whole entry, looked up): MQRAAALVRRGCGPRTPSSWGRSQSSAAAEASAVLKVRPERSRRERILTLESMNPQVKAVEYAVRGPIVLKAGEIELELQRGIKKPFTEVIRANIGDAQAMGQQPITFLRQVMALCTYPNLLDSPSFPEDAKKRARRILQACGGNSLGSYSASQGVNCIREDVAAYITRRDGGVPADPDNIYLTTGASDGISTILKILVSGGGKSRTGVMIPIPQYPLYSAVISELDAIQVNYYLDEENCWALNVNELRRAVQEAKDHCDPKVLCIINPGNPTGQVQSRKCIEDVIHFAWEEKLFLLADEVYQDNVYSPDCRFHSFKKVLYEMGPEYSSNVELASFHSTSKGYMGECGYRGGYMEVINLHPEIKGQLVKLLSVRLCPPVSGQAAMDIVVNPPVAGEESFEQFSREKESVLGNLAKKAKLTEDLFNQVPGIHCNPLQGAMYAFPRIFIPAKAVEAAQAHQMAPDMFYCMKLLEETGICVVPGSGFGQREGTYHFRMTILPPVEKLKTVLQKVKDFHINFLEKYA
#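 Inhibition is scored from Amplex Red fluorescence generated when pyruvate oxidase and HRP act on pyruvate released by GPT2. Reactions contain 10ng/uL enzyme, 250uM a-KG and 2mM L-alanine and run 30 min at room temperature.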
# NIH3T3 tox: kills NIH 3T3 cells; NIH 3T3 viability, CellTiter-Glo ATP luminescence, 48-72 h; Potency, µM (titrated, usually from 96.7 µM), without a hit: top-dose activity change, negative = cytotoxicity, hits mostly inhibitors; 94,000 compounds, 4.3% hits; also: potency is read from the fitted curve at half-maximal effect; nearly all actives have a fitted effect of over 55% in size
#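 Cytotoxicity is measured as loss of cellular ATP: NIH 3T3 cells (400/well) are exposed to compound for 48 or 72 hr at 37 °C, then CellTiter-Glo luminescence is imaged after 10 min at room temperature.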
# Luciferase inh: blocks purified firefly luciferase enzyme activity; AID 1347043; 76,000 compounds, 2.5% hits; purified P. pyralis luciferase, luminescence, biochemical; Potency, µM (top dose mostly 115 µM), for inactives: top-dose activity change, negative = inhibition, hits mostly inhibitors; also: potency is read from the fitted curve at half-maximal effect; nearly all actives have a fitted effect of over 65% in size
# Target sequence (P08659 whole entry, looked up): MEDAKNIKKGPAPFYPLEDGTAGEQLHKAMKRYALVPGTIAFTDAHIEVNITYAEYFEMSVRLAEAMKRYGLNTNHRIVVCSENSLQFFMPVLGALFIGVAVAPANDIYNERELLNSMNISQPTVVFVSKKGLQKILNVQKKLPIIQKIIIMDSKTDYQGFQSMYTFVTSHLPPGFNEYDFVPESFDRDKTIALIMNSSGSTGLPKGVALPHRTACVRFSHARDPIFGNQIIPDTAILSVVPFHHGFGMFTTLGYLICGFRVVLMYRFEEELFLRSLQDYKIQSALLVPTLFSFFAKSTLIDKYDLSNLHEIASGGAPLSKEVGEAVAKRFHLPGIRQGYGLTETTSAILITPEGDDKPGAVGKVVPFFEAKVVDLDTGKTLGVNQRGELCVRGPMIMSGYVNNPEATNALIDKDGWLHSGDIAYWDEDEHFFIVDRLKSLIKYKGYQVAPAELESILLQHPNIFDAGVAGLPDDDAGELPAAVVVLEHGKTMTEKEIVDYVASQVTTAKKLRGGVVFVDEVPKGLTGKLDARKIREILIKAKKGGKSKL
#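 Purified 10nM P. pyralis luciferase with 10uM D-luciferin and 10uM ATP in 50mM Tris acetate pH 7.5, 10mM Mg acetate, 0.01% Tween-20, 0.05% BSA. qHTS titration; luminescence read by CCD imager.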
# Starred values were filed as active, the others as inactive; i = inactive; ? = inconclusive; / = not tested or not shown; [ ] = remark or other dose. Unless noted, calls follow the shape of the dose curve; as a rule, active = well fitted curve in the direction sought with a large enough effect; inconclusive = small, poorly fitted or top-dose-only effect, or another doubt; inactive = no such curve, though single readings can be large; an effect the other way counts as inactive or inconclusive. Unless noted, % is scaled to controls: 0 for no effect and ±100 for the full control effect. A portion of the library, so the mix of outcomes need not match the whole.
mol | SNCA expr inhib | IP6K1 inh | HEK293 tox | HEK293 viab | GPT2 inhibitor | NIH3T3 tox | Luciferase inh
Cc1ccc(-c2cc3c(=O)n(CCNC(=O)c4ccccc4F)ccn3n2)cc1C | 91.8%[activator] | -15.1 | ? | 4.7% | i | -20.9% | 2µM*
CN1CCC(N2CCN(S(=O)(=O)Cc3ccccc3)CC2)C1=O (stereo unspecified) | 13.3% | 1.5 | 4.9% | -2.6% | 2.0% | -1.2% | -1.8%
O=C1NCCCCCCN(C(=O)c2ccsc2)[C@H]2C[C@H](c3nc(-c4cnccn4)no3)C[C@@H]12 | 2.5% | 3.8 | -27.8% | -2.8% | -22.9% | -20.6% | -13.1%
Cc1noc(C)c1CN1CCCC(N)C1 (stereo unspecified) | -15.6% | -14.5 | 13.4% | -17.0% | i | 4.2% | 11.0%
Cc1ccc(Cl)cc1NC(=O)N1CCC(CN2CCCCCC2)CC1 | 19.9% | 25.9 | / | -11.9% | / | / | /
Cc1noc(-c2ccc3c(c2)OCO3)c1C(=O)NCCc1cccc(Cl)c1 | 42.5%[activator] | 14.7 | ? | 6.6% | i | ? | -9.5%
CC1(Cc2ccc3c(c2)OCO3)CCCN(C(=O)CN2CCCC2=O)C1 (stereo unspecified) | -15.6% | -10.5 | -13.0% | -5.6% | 2.0% | -8.1% | 2.0%
O=C1CCN(C(=O)C2CCN(C(=O)c3cccnc3)CC2)CCCCCCN1 | 27.6% | 3.8 | 1.2% | 1.1% | i | -5.9% | 5.6%
CC1(CO)CC2C(O)C(=O)C3(CO)CC3(C)C2C1 (stereo unspecified) | / | 4.1 | / | 12.6% | i | / | /
CC(=O)NCC(=O)N1[C@H]2CC[C@H]1c1cc(Nc3ncc(C(F)(F)F)c(NC4CCC4)n3)ccc12 | ? | / | / | -20.6% | i | / | /
CN(Cc1ccccc1)C1CCOC2(CCN(C(=O)NCc3ccc(F)cc3)CC2)C1 (stereo unspecified) | ? | -7.6 | -23.5% | 2.2% | i | -17.6% | -8.4%
Cc1nc(-c2cnccn2)n(CC(=O)Nc2ccc3c(c2)OCO3)c(=O)c1C | -5.7% | -0.8 | -17.4% | -9.8% | i | 0.5% | 4.1%
O=C(c1nc2sccn2c1-c1ccc(F)cc1)N1CCOCC1 | -24.0%[87.6 µM] | 4.4 | 4.0%[172 µM] | -14.2%[87.6 µM] | i | -7.6%[138 µM] | /
Cc1ccc(C2=NC3(CCN(C(=O)c4ccc5cc[nH]c5c4)CC3)ON2)cc1 | 6.4% | -14.9 | ? | -3.5% | i | ? | ?
CCn1c(=O)c2cc(C(=O)Nc3cc(C)c(Cl)cc3OC)sc2c2ccccc21 | 8.4% | 4.6 | / | 2.9% | / | / | /
COc1ccc(NC(=O)Cn2c(=O)n(-c3ccc(Cl)cc3)c(=O)c3c(C)c(C(=O)N(C)C)sc32)cc1Cl | 35.7%[activator] | 13.4 | / | 1.6% | / | / | /
COc1cccc(CNC(=O)c2nc3sccn3c2-c2cccc(C(F)(F)F)c2)c1 | -13.2% | 19.0 | ? | -15.2% | i | ? | /
CC(=O)c1cc(-c2ccc(F)cc2)n(CCC(=O)Nc2nc3c(C)cccc3s2)c1C | 15.1% | 6.2 | / | 16.4% | / | / | /
COc1ccc(C2=NOC3(CCCN(C(=O)c4ccc5c(c4)OCO5)C3)C2)cc1 (stereo unspecified) | 1.8% | -10.4 | -25.8% | -14.8% | i | ? | /
Clc1cccc(-c2ncc[nH]2)c1 | -6.3%[87.6 µM] | 24.4 | 2.6%[230 µM] | 0.2%[87.6 µM] | -21.9%[88.5 µM] | -10.3%[174 µM] | /
CC1(C)CN(Cc2nnc(-c3cccc(F)c3)o2)CC[C@]1(C)O | -7.9% | 4.9 | -1.4% | 4.0% | 0.0% | -2.7% | -22.2%
COc1cc(OC)cc(C(=O)Oc2c(Sc3ccccc3)c(C)nn2C(C)(C)C)c1 | -8.6% | -3.9 | / | -29.9% | / | / | /
CCN(CC)CCNC(=O)c1c(OCCOC)cc(=O)n2c1CCOCC2 | -3.2% | 8.5 | -0.8% | 5.2% | 3.6% | -10.8% | 0.5%
Cc1cc2oc(=O)c(CC(=O)NCCc3ccccc3)c(C)c2c2occ(C(C)(C)C)c12 | ? | -5.6 | / | ? | / | / | /

# Exported with values under each structure: part of the list above
# Screens in order – SNCA expr inhib	IP6K1 inh	HEK293 tox	HEK293 viab	GPT2 inhibitor	NIH3T3 tox	Luciferase inh
CC(=O)c1cc(-c2ccc(F)cc2)n(CCC(=O)Nc2nc3c(C)cccc3s2)c1C
 : 15.1%	6.2	/	16.4%	/	/	/
COc1ccc(C2=NOC3(CCCN(C(=O)c4ccc5c(c4)OCO5)C3)C2)cc1 (stereo unspecified)
 : 1.8%	-10.4	-25.8%	-14.8%	i	?	/

# Further records:
mol | SNCA expr inhib | IP6K1 inh | HEK293 tox | HEK293 viab | GPT2 inhibitor | NIH3T3 tox | Luciferase inh
CN(Cc1cccnc1)C1CN(S(=O)(=O)c2ccc3c(c2)OCCO3)C1 | -28.3% | 2.5 | -0.6% | -7.7% | i | -9.5% | -5.2%
CN(C(=O)CCS(=O)(=O)c1ccccc1)C1CCc2nn(C)c(=O)n2CC1 (stereo unspecified) | -6.9% | -4.1 | 1.3% | -3.4% | i | i | -7.4%
CN(CC1CCOC1)C(=O)Nc1ccc(Br)cc1 (stereo unspecified) | 87.8%[activator] | 21.9 | -0.3% | -13.3% | i | i | -31.2%
CCOC(=O)Cc1ccc(NC(=O)Nc2nnc(N3CCCCC3C)s2)cc1 (stereo unspecified) | ? | -9.9 | / | 0.4% | / | / | /
CCCN(CC1CCOC1)C(=O)Nc1cc(Cl)ccc1OC (stereo unspecified) | -27.0% | 10.7 | ? | -9.0% | i | ? | -5.2%
CCc1cccc(C)c1NC(=O)CN1CCCN(Cc2ccccc2Cl)S1(=O)=O | -22.9% | -10.4 | / | -9.3% | / | / | /
Cc1noc2c(NCCc3ccccn3)cc(-c3ccccn3)nc12 | 8.6%[87.6 µM] | -9.9 | 56.2µM* | -20.3%[87.6 µM] | -9.1%[88.5 µM] | ? | -18.6%[172 µM]
COc1cccc(CNc2ncnc3onc(C)c23)c1 | -1.6% | -5.7 | / | 0.0% | / | / | /
c1ccc(-c2nnc3n2CCN(Cc2ccsc2)C3)cc1 | -8.2%[87.6 µM] | 3.9 | -7.0%[172 µM] | -1.0%[87.6 µM] | 4.7%[88.5 µM] | ? | /
CCn1cc(CN2CCCCCNC(=O)[C@@H]3CCC[C@@H]32)cn1 | -21.2% | -11.2 | -8.4% | -0.1% | i | -2.7% | 2.2%
COCCOc1cc(C)c2c(c1C)C[C@H]([C@H](C)C(=O)NC1CCCC1)CC2 | -22.4%[87.6 µM] | 1.2 | ? | -12.4%[87.6 µM] | i | ? | 0.2%[172 µM]
CC(C)C1CN(c2cncc(C(=O)N3CCCC3)n2)CCC(=O)N1CC1CC1 (stereo unspecified) | 4.5% | -1.5 | 3.3% | 7.8% | -2.6% | -20.9% | 1.6%

# Later entries:
mol,SNCA expr inhib,IP6K1 inh,HEK293 tox,HEK293 viab,GPT2 inhibitor,NIH3T3 tox,Luciferase inh
CC(C)NS(=O)(=O)c1ccc2c(c1)nc(CCC(N)=O)n2C(C)C,8.9%,-4.7,i,4.4%,-15.9%,-6.2%,2.6%
CCOCC(=O)N1CCC(O)(c2ccccc2)[C@H](N2CCCC2)C1 (stereo partly specified),15.8%,16.8,-2.3%,-0.1%,-13.6%,-17.5%,-7.0%
O=C1C(N2CCN(S(=O)(=O)c3ccccc3)CC2)CCN1Cc1ccccn1 (stereo unspecified),-12.7%,10.1,-0.7%,2.5%,-25.8%,0.2%,-2.5%
CC(C)CCN1CC(Oc2ccc3c(c2)OCO3)C1,13.9%[87.6 µM],-4.4,-16.1%[172 µM],5.4%[87.6 µM],?,-18.5%[138 µM],/
Cc1cccc(OCC(=O)Nc2ccc3nc(SCc4ccccc4)sc3c2)c1,?,14.7,/,-8.0%,/,/,/
O=C(NCC1CC1)C1CCCN(Cc2cccc(-c3ccc(F)cc3F)c2)C1 (stereo unspecified),23.5%,-5.5,?,-11.9%,-20.1%,?,/
O=C(c1ccc(C2CCCNC2)cc1)N(Cc1ccccn1)C1CCCCC1 (stereo unspecified),6.1%,-6.4,-26.7%,?,i[11.5 µM],-12.8%,0.0%
Cc1cc(C)cc(NC(=O)CC(=O)N2CCN(C)C3(CCN(C)CC3)C2)c1,4.7%,1.1,i,23.4%,i,-3.0%,-1.5%
CC(C)S(=O)(=O)N1CC(Oc2ccc(-c3noc(-c4cccnc4)n3)cc2)C1,15.4%,-9.6,?,-29.3%,-10.9%,-24.3%,-5.2%
CCN(CC)c1cc(CCC(=O)NCc2cc(OC)ccc2OC)ccn1,-1.9%,0.1,?,0.7%,i,-17.5%,-5.1%
O=S(=O)(c1ccccc1)N(CC(F)(F)F)c1ccc(C(O)(C(F)(F)F)C(F)(F)F)cc1,/,-6.3,/,-20.0%,?,/,/
CCc1ocnc1C(=O)N1CCC(C2CCN(Cc3cccc(F)c3F)CC2)C1 (stereo unspecified),-14.0%,0.6,?,-11.4%,-0.5%,?,7.4%
CCCCn1c(=O)[nH]c2cccnc21,17.7%[87.6 µM],30.5,1.3%[230 µM],-4.3%[87.6 µM],?,-12.1%[174 µM],-5.1%[230 µM]
COc1ccccc1-c1cn2c(n1)CO[C@@H](CNC(=O)c1ccc(F)cc1)C2,1.8%[87.6 µM],11.6,?,-9.5%[87.6 µM],i,?,6.9%[172 µM]
O=C(/C=C/c1ccccc1)OCc1ccccc1,-9.6%[25.6 µM],-0.6,/,-23.0%[23.9 µM],?,/,/
Cc1ccc(-c2nc(Cn3c(-c4ccccc4)nc(C)c(CCO)c3=O)c(C)o2)cc1,-24.6%,-1.4,-6.3%,-13.9%,1.5%,?,-4.2%

# 3 entries from above, sorted by molar mass, largest number first:
mol,SNCA expr inhib,IP6K1 inh,HEK293 tox,HEK293 viab,GPT2 inhibitor,NIH3T3 tox,Luciferase inh
O=S(=O)(c1ccccc1)N(CC(F)(F)F)c1ccc(C(O)(C(F)(F)F)C(F)(F)F)cc1,/,-6.3,/,-20.0%,?,/,/
CCc1ocnc1C(=O)N1CCC(C2CCN(Cc3cccc(F)c3F)CC2)C1 (stereo unspecified),-14.0%,0.6,?,-11.4%,-0.5%,?,7.4%
CCN(CC)c1cc(CCC(=O)NCc2cc(OC)ccc2OC)ccn1,-1.9%,0.1,?,0.7%,i,-17.5%,-5.1%
